Screening data from PubChem.
IMP-1 inhibitor = inhibitors of Pseudomonas aeruginosa IMP-1 metallo-beta-lactamase; purified IMP-1, nitrocefin hydrolysis, epi-absorbance fluorescence; hit rate 0.45% among 290,000; inhibition, % at 5.6 µM;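 active means inhibition above the mean plus 3 SD of all compounds in the same screening run, cut at about 4.5% in these data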;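 further: 0% = IMP-1 with DMSO and 100% = DMSO wells lacking enzyme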
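Test system: recombinant IMP-1 enzyme, purified / Medium: HEPES buffer pH 7.1 with ZnSO4 and Brij 35 / Doses: single dose, 5.6 µM / Times: 25 °C, 15 min preincubation, 25 min reaction / Detection: Epi-absorbance via hydrolysed-nitrocefin quenching of white-plate fluorescence, 480/530 nm, EDTA stop / Evaluation: percent inhibition from optical density relative to buffer-blank wells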
DNA FID counter = displaces DNA intercalator in HCV helicase counter-screen. AID 1845. hit rate 0.17% among 290,000. inhibition, % at 7.9 µM. DNA fluorescent intercalator displacement, fluorescence; in the data active means inhibition above about 37%;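 further: 0% = vehicle and 100% = reference compound; higher means more ethidium bromide displaced from hairpin DNA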
IDE cell inh = cellular human IDE inhibition | P14735 | inhibition, % at 5.59 µM | HEK cells, FAbetaB cleavage, fluorescence polarization | AID 434962 | hit rate 0.41% among 320,000;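 active means percent inhibition above the average of all tested compounds plus 3 SD, set per screening campaign, cut at about 16% in these data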;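 further: IDE supplied by intact live HEK cells; FP after avidin binding of uncleaved biotin substrate so inhibition keeps polarization high; 0% = DMSO wells and 100% = 60 µM reference IDE inhibitor Ii1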
Target sequence (P14735 whole entry, looked up): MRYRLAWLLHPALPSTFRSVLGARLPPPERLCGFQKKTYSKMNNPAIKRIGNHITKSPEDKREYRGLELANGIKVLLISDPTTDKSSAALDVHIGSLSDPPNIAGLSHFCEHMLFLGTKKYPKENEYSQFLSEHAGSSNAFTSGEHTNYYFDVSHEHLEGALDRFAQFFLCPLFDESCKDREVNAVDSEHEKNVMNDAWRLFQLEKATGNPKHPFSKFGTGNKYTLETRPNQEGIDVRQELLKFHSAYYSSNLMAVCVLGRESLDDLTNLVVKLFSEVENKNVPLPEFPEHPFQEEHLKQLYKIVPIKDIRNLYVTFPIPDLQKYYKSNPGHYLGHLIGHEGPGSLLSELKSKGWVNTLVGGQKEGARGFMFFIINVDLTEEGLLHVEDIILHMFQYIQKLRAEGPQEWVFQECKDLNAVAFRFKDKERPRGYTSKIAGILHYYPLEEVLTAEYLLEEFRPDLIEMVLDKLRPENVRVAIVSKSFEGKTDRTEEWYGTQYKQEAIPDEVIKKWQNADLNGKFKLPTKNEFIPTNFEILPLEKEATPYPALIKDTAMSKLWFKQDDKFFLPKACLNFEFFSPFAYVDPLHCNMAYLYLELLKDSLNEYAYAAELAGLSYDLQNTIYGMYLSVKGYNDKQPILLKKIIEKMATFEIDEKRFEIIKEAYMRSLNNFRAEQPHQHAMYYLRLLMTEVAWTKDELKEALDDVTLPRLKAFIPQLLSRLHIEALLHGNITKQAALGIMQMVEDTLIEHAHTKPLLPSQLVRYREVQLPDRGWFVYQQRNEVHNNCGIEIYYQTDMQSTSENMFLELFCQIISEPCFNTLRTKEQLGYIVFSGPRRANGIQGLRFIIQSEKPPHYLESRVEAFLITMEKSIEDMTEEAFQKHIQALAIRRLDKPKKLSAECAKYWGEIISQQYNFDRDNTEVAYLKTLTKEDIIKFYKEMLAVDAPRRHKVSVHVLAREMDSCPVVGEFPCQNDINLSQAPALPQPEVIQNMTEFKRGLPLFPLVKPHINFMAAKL
SUMO HTRF inh = blocks human SUMOylation mediated by UBC9; P63279; HTRF SUMOylation assay, SAE1/SAE2 + UBC9, in vitro; inhibition, % at 35 µM; hit rate 0.36% among 290,000; AID 2006; in the data active means inhibition above about 50%, passing the limit was not always enough; further: strong numbers were not always called active
HCV NS3 hel inh = inhibitors of Hepatitis C virus NS3 helicase; NS3 helicase DNA unwinding, Cy5 molecular beacon fluorescence; inhibition, % at 10.9 µM; hit rate 0.56% among 290,000; AID 1800;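 active means inhibition above the mean of all tested compounds plus 3 SD, set per campaign, cut at about 35% in these data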;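 further: 0% = DMSO wells and 100% = thioflavine S control wells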
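Test system: hepatitis C virus NS3 helicase domain fragment enzyme. Also added: annealed dual-labelled DNA beacon duplex, ATP-started. Timing: 60 min unwinding reaction at 25 °C after ATP addition. Technique: Cy5 fluorescence. Measure: % inhibition of unwinding.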
pCIP destab = compounds decreasing mouse p/CIP protein stability; Q05BA5; F442A p/CIP-EGFP cells, EGFP fluorescence, 16 h; decrease of EGFP signal, % at 10 µM; hit rate 0.01% among 290,000; AID 1984;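 active means EGFP signal decrease of at least 30% at 10 µM or well 3 SD below plate mean, unless failing retest; inactive means the rest, including hits failing retest or dose response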; further: some compounds called inactive have numbers as strong as hits; many of its hits are not listed in these tables
IDE act = activators of human insulin-degrading enzyme in cells | P14735 | HEK cells, FAbeta-B cleavage, fluorescence polarization; 0% vehicle, 100% cell-free pure enzyme wells | activation, % at 5.96 µM | hit rate 0.073% among 340,000 | AID 493087;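 active means activation above the mean of all tested compounds plus 3 SD, set per screening campaign, cut at about 17% in these data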
PfM18AAP inh = blocks P. falciparum M18 aspartyl aminopeptidase; AID 1822; inhibition, % at 7.35 µM; hit rate 1.2% among 290,000; recombinant PfM18AAP, H-Glu-NHMec fluorogenic cleavage;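 active means inhibition above the campaign mean inhibition over all tested compounds plus 3 SD, cut at about 28% in these data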;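 further: 0% = plate median of test compound wells and 100% = 2 mM ZnCl2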
VIM-2 inh = inhibitors of Pseudomonas aeruginosa VIM-2 metallo-beta-lactamase; purified VIM-2, nitrocefin hydrolysis, epi-absorbance fluorescence; inhibition, % at 5.6 µM; hit rate 0.89% among 290,000; AID 1527;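 active means inhibition above the mean of all tested compounds plus 3 SD, cutoff set per screening run, cut at about 7.5% in these data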;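 further: red hydrolysis product quenches plate fluorescence so inhibitors raise well fluorescence; 0% = enzyme with DMSO and 100% = DMSO without enzyme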
An asterisk follows results filed as active; nt = not tested or not shown.

SMILES | IMP-1 inhibitor | DNA FID counter | IDE cell inh | SUMO HTRF inh | HCV NS3 hel inh | pCIP destab | IDE act | PfM18AAP inh | VIM-2 inh
CC(=O)NC1=NN(C(C)=O)C(C)(c2ccccn2)S1 (configuration not stated) | -0.4 | -1 | 1 | 8 | -2 | -11 | 8 | 0 | -1.1
N#CCn1cnc2c(oc3ccccc32)c1=O | -1.8 | 0 | 1 | 5 | 6 | -4 | 6 | -9 | 0.4
Cc1nnc(NC(=O)CSc2nccn2C)s1 | -1.4 | 1 | 4 | 17 | -1 | 3 | 5 | -15 | -0.2
Cc1nnc2c3ccccc3c(-c3ccccc3)nn12 | -0.2 | -13 | 0 | nt | -1 | nt | 3 | 0 | 24*
CCN1/C(=C/c2cc[n+](C)cc2)C=Cc2cc(C)ccc21 | -5.6 | 3 | 13 | -1 | 4 | -17 | -1 | 8 | -4.0
O=C(OCc1nc2ccccc2s1)c1ccc(Br)s1 | -0.1 | -3 | 4 | 13 | -6 | -14 | -4 | -4 | 0.5
CCCCCn1c(=O)[nH]c2cc(C(=O)N3CCN(c4ccccc4F)CC3)ccc2c1=O | -1.2 | -33 | 1 | 32 | 11 | -8 | -3 | -2 | -2.3
COc1ccccc1CNC(=O)COc1ccc(S(=O)(=O)N2CCCC2)cc1 | -3.4 | -32 | 4 | -8 | 2 | 12 | 5 | 14 | -1.6
COc1ccccc1CC(=O)NCc1nn(-c2ccccc2)nc1C | -1.6 | -14 | 2 | 15 | -4 | 1 | -2 | -4 | -2.4
CCCCN1C(=O)/C(=C2/Sc3ccc(Cl)cc3N2CC)SC1=S | -1.6 | -4 | -2 | 7 | 0 | -4 | nt | 5 | -0.8
CCC(=O)Nc1nnc(S(=O)(=O)N2CCCc3ccccc32)s1 | -1.0 | -17 | -2 | 1 | -4 | -1 | -7 | 9 | 1.8
Cc1nnc(NC(=O)c2nn(CC(C)C)c(=O)c3ccccc23)s1 | -3.4 | -22 | 2 | 6 | -1 | 7 | 2 | -2 | -3.1
O=C(NC(=S)NNC(=O)c1cnccn1)c1ccc(Cl)cc1 | -3.7 | -4 | 4 | -18 | 4 | -2 | 6 | -4 | -4.6
Cc1ccccc1NC(=O)CC1(c2ccc(N(C)C)cc2)C(=O)c2ccccc2C1=O | -1.2 | -34 | 2 | 30 | -12 | -4 | 1 | 2 | -4.9
Cc1csc(NC(=O)c2c(-c3ccccc3)noc2C)n1 | -1.9 | -13 | -1 | -10 | -6 | 9 | 5 | 5 | -3.0
O=C(CCN1C(=O)/C(=C\c2ccccc2Cl)SC1=S)Nc1cccnc1 | -2.2 | -17 | -2 | -5 | 7 | -10 | 1 | 22 | -1.5
CC(CCCC(C)(C)O)NCCO (configuration not stated) | -4.0 | -4 | 0 | 20 | 6 | -7 | -1 | -2 | -3.0
COC(=O)C1CCN(c2ccc(C(N)=O)cc2[N+](=O)[O-])CC1 | -4.0 | 0 | -2 | -7 | 5 | 6 | 5 | 0 | 0.3
CCS(=O)(=O)N1CCC(NC(=O)c2cc(OC)cc(OC)c2)CC1 | -4.5 | -4 | -6 | -3 | -5 | 8 | 7 | 1 | -2.9
O=C(Cc1ccccc1F)Nc1nc(-c2ccc(F)cc2)cs1 | -2.1 | -7 | 4 | -22 | -4 | -6 | 2 | -2 | -1.2
CNS(=O)(=O)c1ccc(N2CCCC2=O)c([N+](=O)[O-])c1 | 0.1 | 9 | 5 | -11 | -5 | 3 | 4 | -9 | 1.6
CC(=O)c1cccc(N(CC(=O)NC2CCCCC2)C(=O)Cn2nnc(-c3ccccc3)n2)c1 | -2.1 | -32 | 4 | -16 | -19 | 11 | 4 | 2 | -2.8
O=C(CCN1C(=O)C2C3C=CC(C4CC34)C2C1=O)Oc1ccc(Br)cc1 (configuration not stated) | -2.0 | -7 | 2 | 1 | -12 | 6 | -2 | -3 | -2.2
Cc1ccc(OCC(=O)Sc2ccc(C)cc2)cc1 | -2.6 | -2 | 12 | 17 | 1 | -9 | 0 | 5 | -4.1
O=C(Nc1ccc(C(O)(C(F)(F)F)C(F)(F)F)cc1)c1ccc(Cl)c([N+](=O)[O-])c1 | -2.6 | 18 | 1 | -19 | -10 | -2 | 8 | 9 | 0.7

Not a retest: entries from further up.
SMILES | IMP-1 inhibitor | DNA FID counter | IDE cell inh | SUMO HTRF inh | HCV NS3 hel inh | pCIP destab | IDE act | PfM18AAP inh | VIM-2 inh
Cc1nnc(NC(=O)CSc2nccn2C)s1 | -1.4 | 1 | 4 | 17 | -1 | 3 | 5 | -15 | -0.2
Cc1nnc2c3ccccc3c(-c3ccccc3)nn12 | -0.2 | -13 | 0 | nt | -1 | nt | 3 | 0 | 24*
CCN1/C(=C/c2cc[n+](C)cc2)C=Cc2cc(C)ccc21 | -5.6 | 3 | 13 | -1 | 4 | -17 | -1 | 8 | -4.0

Following part
SMILES | IMP-1 inhibitor | DNA FID counter | IDE cell inh | SUMO HTRF inh | HCV NS3 hel inh | pCIP destab | IDE act | PfM18AAP inh | VIM-2 inh
CCOc1ccc(NC(=O)C2CSC(c3ccncc3)=N2)cc1 (configuration not stated) | -2.4 | -21 | -1 | -9 | 1 | 7 | -4 | 0 | -0.3
CC(C)c1onc(C(=O)NCc2ccccn2)c1[N+](=O)[O-] | -1.8 | -3 | 10 | 14 | -8 | 8 | 1 | 5 | -1.0
COc1cc(C(=O)N(CCc2ccccc2)C2CC3CCC(C2)N3C)cc(OC)c1OC (configuration not stated) | -1.4 | 7 | 4 | 22 | -1 | -14 | 1 | 1 | -3.0
CCOc1ccc(Cc2c(Cl)nc(SC)nc2N(C)C)cc1 | -4.7 | 4 | 0 | -8 | 3 | -1 | 3 | -2 | -0.9
CCN(CC)c1ccc2c(c1)OC(N)=C(C#N)C2c1cccnc1 (configuration not stated) | 9.6* | -12 | 49* | 2 | 5 | -89 | -28 | 45* | 6.1
COc1cc(-c2nc3n(n2)C(c2cccc(OC)c2OC)C2=C(CCCC2=O)N3)cc(OC)c1OC (configuration not stated) | -2.1 | -19 | 0 | 12 | 5 | 3 | 2 | 7 | -0.8
Nc1ccc(OCc2ccco2)cc1 | -2.4 | -2 | -1 | 13 | -12 | -2 | -4 | -8 | -2.3
CCCn1c(SCC(=O)/C(C#N)=C(\C)N)n[nH]c1=O | -1.6 | 1 | 0 | 17 | 2 | -2 | 5 | -4 | -2.8
Cc1cc(C)cc(NC(=O)C2(c3ccccc3)CC2(Cl)Cl)c1 (configuration not stated) | 0.7 | -8 | -2 | -7 | -7 | 1 | 6 | 2 | -4.2
CCCN(CCC)S(=O)(=O)c1ccc(N2CCCC2=O)c([N+](=O)[O-])c1 | -2.4 | -8 | 3 | -15 | 9 | 7 | 2 | 6 | -4.5
CCN(CC)CCNC(=S)Nc1ccc2nc3n(c(=O)c2c1)CCCCC3 | -1.4 | 4 | 5 | 6 | 0 | -4 | 0 | 0 | -0.2
O=C(O)c1ccc(NC(CSCc2cccc(F)c2)C(=O)O)c([N+](=O)[O-])c1 (configuration not stated) | -3.4 | 3 | -2 | 4 | -10 | 3 | -4 | 0 | -1.8
CC1CN(CN2C(=O)c3ccccc3C2=O)CC(C)O1 (configuration not stated) | -2.0 | -3 | 3 | -5 | -8 | -5 | 10 | 8 | -2.2
COc1ccccc1OCC(=O)N1CCNC1=O | -3.2 | -2 | -2 | -12 | 11 | 2 | 5 | 2 | -1.9
O=C(NCCSC1CCCCC1)c1ccccc1 | -1.1 | -11 | 5 | 4 | 9 | -11 | 2 | 2 | -1.2
COc1ccc(N2C(=O)CCC(C(=O)O)C2c2ccc(OC)c(OC)c2)cc1 (configuration not stated) | -3.4 | 0 | 11 | 9 | 4 | -15 | -4 | -1 | -4.3
O=C(NC(=O)N1CCCCCC1)c1ccccc1 | -2.6 | -1 | 3 | 6 | -2 | 16 | 4 | -8 | -1.5
CCOc1cc(/C=C(/C#N)c2ccc(F)cc2)ccc1OCc1ccc(C(=O)O)o1 | -0.1 | -14 | 2 | 10 | 33 | -26 | 3 | -2 | -1.9
CCOC(=O)C1CCCN(C(=O)c2cc(-c3ccccc3)on2)C1 (configuration not stated) | -5.7 | -21 | -6 | 20 | -5 | -9 | 6 | -1 | -3.8
CN(CCC#N)C(=O)COC(=O)c1ccccc1C(=O)c1ccc(Cl)c([N+](=O)[O-])c1 | -0.6 | -5 | 4 | -5 | -3 | 4 | -4 | -2 | -1.1
c1ccc(-c2onc(-c3ccco3)c2-c2ccc3[nH]ccc3c2)cc1 | -3.2 | -1 | 2 | -6 | 4 | -10 | -2 | 1 | -2.5
CSCCC(NC(=O)c1cncc(Br)c1)C(=O)O (configuration not stated) | -0.5 | -2 | -4 | 23 | 40* | -42 | -2 | -2 | 0.7
O=C(CS(=O)(=O)c1ccccc1)NCc1ccco1 | -2.8 | 1 | 5 | 10 | 10 | -1 | -2 | -16 | -3.6
COCC1CCN(Cc2cn[nH]c2-c2cc3ccccc3o2)C1 (configuration not stated) | -1.1 | 9 | 7 | -7 | -28 | 2 | 4 | -5 | 1.2
CCOC(=O)N1CCC(NC(=O)c2ccc(CS(=O)(=O)c3ccc(OC)cc3)o2)CC1 | -5.1 | -29 | 4 | 18 | 0 | -5 | -3 | 3 | -3.0
(list continues)
SMILES | IMP-1 inhibitor | DNA FID counter | IDE cell inh | SUMO HTRF inh | HCV NS3 hel inh | pCIP destab | IDE act | PfM18AAP inh | VIM-2 inh
CC(=O)Nc1ccccc1C(=O)C(=O)Nc1ccc(C(=O)NCC2CCCO2)cc1 (configuration not stated) | -1.4 | -12 | -2 | -1 | -2 | -5 | -3 | 8 | 0.2
CCc1[nH]c(=O)c(C#N)c2c1CSC(C)(C)C2 | -4.8 | -6 | 10 | 10 | 4 | -9 | 4 | 0 | -4.0
COc1ccc(N2CCN(C(=O)CN(c3cccc(OC)c3)S(=O)(=O)c3ccccc3)CC2)cc1 | -3.0 | -47 | 7 | -12 | -6 | -3 | -1 | 0 | -1.9
CCn1cnc2c1c(=O)n(CC(=O)Nc1ccc(C(N)=O)cc1)c(=O)n2Cc1ccccc1 | -1.0 | -8 | 10 | 24 | -8 | -6 | 6 | 0 | -1.0
O=C(N/N=C/c1cccc(O)c1)c1ccc(COc2cccc3cccnc23)cc1 | -2.9 | -16 | 10 | 16 | 2 | 31 | 2 | 4 | -2.6
CCC(=O)Nc1cc(C(=O)O)ccc1Sc1ccccc1 | -2.2 | -11 | -3 | -6 | -21 | -10 | 1 | 2 | -1.8
CC1=C(C(=O)OC(C)C)C(c2cccc([N+](=O)[O-])c2)n2c(cc(=O)[nH]c2=S)N1 (configuration not stated) | -0.8 | -22 | 8 | 10 | 33 | -4 | 3 | 11 | -5.9
S=c1[nH]nc(-c2cccnc2)n1/N=C/c1cccs1 | -4.5 | -5 | 2 | -12 | 2 | 13 | 0 | 26 | 2.0
CCc1cccc(CC)c1NC(=O)CN1CCN(S(=O)(=O)c2ccccc2)CC1 | -2.0 | -33 | -1 | 0 | 4 | -5 | -4 | 0 | 0.0
COc1ccc(S(=O)(=O)N[C@@H](CC(C)C)C(=O)O)cc1 | -0.9 | 5 | 0 | 12 | 2 | 0 | 3 | -10 | -2.1
O=C(COC(=O)c1cnccn1)c1ccccc1 | -3.8 | -3 | nt | 2 | 2 | 7 | -1 | -5 | -2.2
